Source: PubChem BioAssay
ERa SRC1 pot = enhances coactivator binding to human estrogen receptor alpha. P03372. TR-FRET ERalpha-LBD/SRC-Cy5 coactivator binding, 2 h; 100 = basal binding, no effect. coactivator binding (% of control), % at 25.6 µM. 86,000 compounds, 1.3% hits. AID 639; in the data active = activity above about 200%;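 note: binding measured in presence of low estradiol as agonist stimulus; 0% = peptide alone without receptor and 100% = receptor with peptide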
MT1-MMP txn act = MT1-MMP promoter transcription activation | AID 750 | activation factor at 10 µM | HT1080 MT1-MMP promoter luciferase reporter, luminescence, overnight; hits give high values | 86,000 compounds, 0.16% hits;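 active = activation factor of at least 2 for MT1-MMP transcription at 10 µM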
Lung fibro prol = blocks proliferation of human lung fibroblasts; LL 47 human lung fibroblast viability, ATP luminescence; hits give low values; viability, % at 10 µM; 85,000 compounds, 1.1% hits;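 active = viability at or below 50% in the single dose screen; inactive = viability above 50%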;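 note: compound exposure lasted 72 h before the ATP readout; 100% = median luminescence of untreated cell-only wells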
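Signal: luminescent ATP detection, CellTiter-Glo; assay system: LL 47 human lung fibroblasts; input: 1,150 cells/well; incubation: overnight cell rest, 72 h compound treatment at 37 °C; measure: % viability versus median cells-only luminescence; medium: IMEM growth medium with 15% fetal bovine serum; dosing: compound addition at 0.1% DMSO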
H69AR inhibit = blocks growth of human H69AR lung tumor cells; H69AR lung tumor viability, ATP luminescence, 72 h; hits give low values; viability, % at 10 µM; 85,000 compounds, 6% hits; AID 598;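 active = viability at or below 40%; inactive = viability above 40%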;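 note: multidrug resistant small cell line overexpressing MRP-1 efflux transporter; 100% = mean luminescence of untreated control wells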
ERa coact inh = blocks coactivator binding to human estrogen receptor alpha | P03372 | TR-FRET ER-alpha LBD / SRC-1 peptide, estradiol-bound | inhibition, % at 25.6 µM | 86,000 compounds, 1.7% hits; in the data active = inhibition above about 50%;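 note: 0% = receptor plus peptide control and 100% = peptide only without receptor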
Smad3 FoxH1 inh = blocks human Smad3 binding to FoxH1 peptide. P84022. TR-FRET Smad3/Dy647-FoxH1 peptide binding, europium anti-His. inhibition, % at 25 µM. 88,000 compounds, 0.29% hits. AID 630;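 active = compounds that reduce the energy-transfer binding signal between the protein and its labelled peptide by more than half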;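 note: 0% = Smad3 plus labelled peptide maximal FRET and 100% = peptide-only background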
Target sequence (P84022 whole entry, looked up): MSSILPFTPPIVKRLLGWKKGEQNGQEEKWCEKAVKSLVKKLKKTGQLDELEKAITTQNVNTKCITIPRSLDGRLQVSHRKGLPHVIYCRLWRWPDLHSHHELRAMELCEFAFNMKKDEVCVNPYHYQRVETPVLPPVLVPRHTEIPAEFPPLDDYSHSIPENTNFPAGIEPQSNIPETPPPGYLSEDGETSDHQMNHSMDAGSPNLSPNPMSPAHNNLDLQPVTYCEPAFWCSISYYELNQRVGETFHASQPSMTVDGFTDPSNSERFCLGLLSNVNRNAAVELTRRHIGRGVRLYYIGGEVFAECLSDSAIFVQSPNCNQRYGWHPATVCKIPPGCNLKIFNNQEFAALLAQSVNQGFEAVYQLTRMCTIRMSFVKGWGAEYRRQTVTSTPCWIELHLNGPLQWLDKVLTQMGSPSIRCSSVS
ERb coact inh = blocks coactivator binding to human estrogen receptor beta; Q92731; AID 633; 86,000 compounds, 1.3% hits; inhibition, % at 25.6 µM; TR-FRET ER-beta LBD / SRC1-Cy5 peptide binding; receptor agonist-loaded with 1 µM estradiol;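 active = compounds whose percent inhibition of the receptor-coactivator binding signal exceeds about 50% in the single-dose screen, limit read from the data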;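 note: 0% = receptor plus peptide wells without compound and 100% = peptide-only wells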
Target sequence (Q92731 whole entry, looked up, the tested form may be a part): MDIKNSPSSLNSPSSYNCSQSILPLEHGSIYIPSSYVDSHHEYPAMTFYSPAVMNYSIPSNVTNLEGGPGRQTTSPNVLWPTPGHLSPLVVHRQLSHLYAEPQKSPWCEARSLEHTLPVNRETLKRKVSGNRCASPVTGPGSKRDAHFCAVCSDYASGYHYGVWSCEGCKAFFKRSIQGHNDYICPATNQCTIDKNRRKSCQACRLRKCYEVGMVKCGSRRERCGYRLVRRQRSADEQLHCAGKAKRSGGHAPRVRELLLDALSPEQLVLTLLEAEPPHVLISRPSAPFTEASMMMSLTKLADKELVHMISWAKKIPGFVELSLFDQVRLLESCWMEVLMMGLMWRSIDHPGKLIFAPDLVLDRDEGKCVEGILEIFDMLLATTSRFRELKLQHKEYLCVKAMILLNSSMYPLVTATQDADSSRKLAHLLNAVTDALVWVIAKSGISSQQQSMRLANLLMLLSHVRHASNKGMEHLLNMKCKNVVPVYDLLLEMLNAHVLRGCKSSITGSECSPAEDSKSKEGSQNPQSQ
CD11b adhes enh = increases human CD11b/CD18 adhesion to fibrinogen. P05107+P11215. K562 CD11b/CD18 adhesion to fibrinogen, ATPlite luminescence. activation, % at 10 µM. 93,000 compounds, 0.07% hits. AID 1499;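 active = 10 µM primary screen giving 50% or more activity, confirmed by 40% or more on retest at that dose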; note: strong numbers were not always called active
HUVEC prolif 384 = human endothelial cell proliferation inhibition. HUVEC proliferation, CellTiter-Glo luminescence, 72 h; hits give low values. viability, % at 10 µM (by protocol). AID 648. 86,000 compounds, 1.1% hits;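 active = viability at or below 30%; inactive = viability above 30%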;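 note: 100% = median luminescence of DMSO-only cell control wells on each plate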
Active calls of the source: *; / = no result given; [ ] = another dose, or the depositor's remark.

(1) CCn1cc(C(=O)NCC2CCCO2)c2cc(OC)c(OC)cc2c1=O (centres undefined)
(2) N#Cc1c(NC(=O)c2nc3ncccn3n2)sc2c1CCCCC2
(3) O=C(N/C=N/O)C1=NOC(CNc2ncc(C(F)(F)F)cc2Cl)C1 (centres undefined)
(4) CN(C)CCCn1c(-c2ccccc2)nc(=S)c2c1CCCC2
(5) Cn1c(CNC(=O)Cc2ccc3c(c2)OCO3)nnc1SCc1ccccc1
(6) COc1ccc(S(=O)(=O)Nc2cc(C(C)C)c(O)cc2C)cc1
(7) CCOc1ccc(-n2cc(C(=O)Nc3cccc(C)n3)c3cc(OC)c(OC)cc3c2=O)cc1
(8) CCCSC1=C(C#N)C(c2ccc(OC)cc2)C2=C(CC(C)(C)CC2=O)N1 (centres undefined)
Assay by compound	1	2	3	4	5	6	7	8
ERa SRC1 pot	121	98	106	84	144	104	119	103
MT1-MMP txn act	1	1.2	1.2	1.2	1.1	1.1	1	1.2
Lung fibro prol	96	90	104	98	86	99	99	88
H69AR inhibit	86	79	99	88	/	101	66	69
ERa coact inh	-14	-43	6[fluorescence artefact?]	-5	-3	-20	0	-3
Smad3 FoxH1 inh	-3	-2	3	-4	-1	3	3	-13
ERb coact inh	-9	-20	2[fluorescence artefact?]	-2	1	-23[fluorescence artefact?]	-5	-4
CD11b adhes enh	-5	-6	2	0	-3	1	/	-5
HUVEC prolif 384	103	88	89	98	93	104	76	90

(9) CCc1nc(C)cn1S(=O)(=O)c1cc(Cl)c(OC)cc1Cl
(10) O=C(NCC1CCCO1)C1c2ccccc2C(=O)N1C1CCCCCC1 (centres undefined)
(11) CCN1CCN(c2nc3sc4c(c3c(=O)n2-c2ccc(OC)cc2)CCCCC4)CC1
(12) CCCc1nc(SCC(=O)Nc2ccc(N3CCOCC3)cc2)c2ccccc2n1
(13) COc1cccc2c1OCC1COc3c(c(=O)n(C)c(=O)n3C)C21 (centres undefined)
(14) CCOC(=O)CCNC(C)C1COc2ccccc2O1 (centres undefined)
(15) COc1ccc(C(=O)Oc2c(C)occc2=O)cc1OC
(16) CCN(CC)S(=O)(=O)c1cccc(NC(=O)c2cc3ccccc3o2)c1
Assay by compound	9	10	11	12	13	14	15	16
ERa SRC1 pot	100	112	84	96[fluorescence artefact?]	86	111	112	112
MT1-MMP txn act	1.1	1.2	1	1.2	1	1.1	1	1.4
Lung fibro prol	94	95	95	93	118	104	97	107
H69AR inhibit	103	79	58	79	95	88	114	61
ERa coact inh	-9	-7	7	-30[fluorescence artefact?]	-1	-12	0	-1
Smad3 FoxH1 inh	-8	6[fluorescence artefact?]	15	-11	-18	3	20[fluorescence artefact?]	-4
ERb coact inh	-9	-1[fluorescence artefact?]	-4	-1	-2	-12	-1	7
CD11b adhes enh	/	0	/	/	-2	0	2	-5
HUVEC prolif 384	95	99	75	86	104	93	106	95

(17) CCc1cccc2c(C(=O)COC(=O)c3c(C)noc3C)c[nH]c12
(18) COC(=O)c1c(C(=O)OC)c(C)n(Cc2ccco2)c1C
(19) Cc1nn(C)c(C)c1S(=O)(=O)N(CC(=O)NCc1cccs1)c1ccc(C(C)C)cc1
(20) CCOc1ccc2nc(N3CCC(C(=O)N4CCN(C(=O)c5ccco5)CC4)CC3)sc2c1
(21) Cc1nc(SCC(=O)N(C)C2CCCCC2)[nH]c(=O)c1Cc1ccccc1
(22) Cc1nn(CC(=O)N2CCOCC2)c(=O)c2ccccc12
(23) COc1ccc(Cc2nnc(SCC(=O)NCCc3ccccc3)o2)cc1
(24) CCOc1ccc(C(=O)N(C)C2CCS(=O)(=O)C2)cc1 (centres undefined)
Assay by compound	17	18	19	20	21	22	23	24
ERa SRC1 pot	85[fluorescence artefact?]	113	109	85	94	123	112	110
MT1-MMP txn act	1.1	1	1.1	1.2	1.1	1	1	/
Lung fibro prol	107	101	93	100	105	94	96	94
H69AR inhibit	63	91	71	57	80	95	92	91
ERa coact inh	5	-11	2	9[fluorescence artefact?]	7[fluorescence artefact?]	5[fluorescence artefact?]	-7	-5
Smad3 FoxH1 inh	3	5[fluorescence artefact?]	0	-10	9	-5	12	7
ERb coact inh	9	-5	0	-14	-1[fluorescence artefact?]	1[fluorescence artefact?]	5	-8
CD11b adhes enh	5	0	/	-2	5	-1	0	-5
HUVEC prolif 384	93	96	90	114	97	96	108	98

(25) O=C1CC(c2ccc3c(c2)OCO3)c2cc3c(cc2N1)OCCO3 (centres undefined)
(26) CCOC(=O)c1cc2c(=O)n3ccccc3nc2n(CCCOC)c1=NC(C)=O
(27) CCc1cccc2c(C(=O)COC(=O)c3nn(C)c(=O)c4ccccc34)c[nH]c12
(28) Cc1ccc(CNC(=O)CS(=O)(=O)CC(=O)O)cc1
(29) CCOC(=O)C1CCCCN1Cc1ccc(OC)c(OC)c1OC (centres undefined)
(30) Cn1c(=O)c2c(SCc3cccnc3)nc(C3CC3)nc2n(C)c1=O
(31) O=C(Nc1ccccc1C(=O)O)c1ccccc1
(32) CCC(C(=O)O/N=C(\N)c1ccccc1)c1ccccc1 (centres undefined)
Assay by compound	25	26	27	28	29	30	31	32
ERa SRC1 pot	121	116	115	112	114	91	80	85
MT1-MMP txn act	1	/	1.3	/	1.1	1.1	1.2	1.1
Lung fibro prol	88	104	104	97	97	82	102	74
H69AR inhibit	65	81	81	94	93	73	84	1.2*
ERa coact inh	-2	0	2	-7	-9	-9	39	8
Smad3 FoxH1 inh	-1	2	-3	7	7	1	0	0
ERb coact inh	1	-6	-4	-2	-4	6[fluorescence artefact?]	51*	-5
CD11b adhes enh	3	/	4	-2	4	4	-4	-1
HUVEC prolif 384	88	95	94	97	104	87	95	75

Reformatted with values under each structure: entries from further up
Each structure is followed by: ERa SRC1 pot	MT1-MMP txn act	Lung fibro prol	H69AR inhibit	ERa coact inh	Smad3 FoxH1 inh	ERb coact inh	CD11b adhes enh	HUVEC prolif 384
#27 CCc1cccc2c(C(=O)COC(=O)c3nn(C)c(=O)c4ccccc34)c[nH]c12
  115	1.3	104	81	2	-3	-4	4	94
#26 CCOC(=O)c1cc2c(=O)n3ccccc3nc2n(CCCOC)c1=NC(C)=O
  116	/	104	81	0	2	-6	/	95
#28 Cc1ccc(CNC(=O)CS(=O)(=O)CC(=O)O)cc1
  112	/	97	94	-7	7	-2	-2	97
#31 O=C(Nc1ccccc1C(=O)O)c1ccccc1
  80	1.2	102	84	39	0	51*	-4	95
#25 O=C1CC(c2ccc3c(c2)OCO3)c2cc3c(cc2N1)OCCO3 (centres undefined)
  121	1	88	65	-2	-1	1	3	88

Next results:
(33) CCCn1c(SCC(=O)c2cc(C)ccc2C)n[nH]c1=O
(34) Cc1ccccc1CSCC(Nc1ccc(C(=O)O)cc1[N+](=O)[O-])C(=O)O (centres undefined)
(35) CCc1cc2c(NCC3CCCO3)nc(C)nc2s1 (centres undefined)
(36) CCOC(=O)c1ccc(N2C(=O)c3n[nH]c(C)c3C2c2ccc(O)cc2)cc1 (centres undefined)
(37) Cc1cccc(NCc2nc(-c3ccccc3)no2)c1
(38) CCOC(=O)C1=C(C)NC(=O)NC1C1CC=CCC1 (centres undefined)
(39) Cn1cccc1Cc1nnc(SCC(=O)Nc2ccc(Cl)cc2)n1-c1ccc(F)cc1
(40) Cc1sc2nc(C)n(/N=C/c3ccc(O)cc3)c(=O)c2c1C
Assay by compound	33	34	35	36	37	38	39	40
ERa SRC1 pot	91	88	112	76	74[fluorescence artefact?]	98	110	148
MT1-MMP txn act	1	1.2	1.1	1.2	1.2	0.9	0.9	1.1
Lung fibro prol	101	108	98	95	105	102	84	109
H69AR inhibit	93	104	74	87	91	109	55	66
ERa coact inh	-6	-9	-7	-3	1	4	3	-6
Smad3 FoxH1 inh	-13	13	3	3	-7	2[fluorescence artefact?]	-3	1
ERb coact inh	-15	-6	-3[fluorescence artefact?]	-7	23[fluorescence artefact?]	-4	2	-8
CD11b adhes enh	1	-4	/	2	-3	-4	-4	-2
HUVEC prolif 384	98	108	99	94	108	101	75	103

(41) CC(C)CNS(=O)(=O)c1ccc(CCC(=O)NCC2CCCO2)cc1 (centres undefined)
(42) O=C1Nc2ccccc2C12OCC(COc1ccc(Cl)cc1)O2 (centres undefined)
(43) CCOC(=O)C1=C(CNC2CCCCC2)NC(=O)NC1c1cc(C)ccc1C (centres undefined)
(44) CCOc1cc(-c2cn(S(=O)(=O)c3cccc4nsnc34)nc2N)cc(OCC)c1OCC
(45) O=[N+]([O-])c1cccc(S(=O)(=O)N2CCC(c3nc(-c4ccncc4)no3)CC2)c1
(46) COCCCNc1nc2c(c(=O)[nH]c(=O)n2C)n1CC(O)COc1ccccc1C (centres undefined)
(47) CC1(C)CC(N(Cc2cccs2)C(=O)c2ccco2)CCO1 (centres undefined)
(48) Cc1cc(NC(=O)c2ccc(COc3ccc(Cl)c(C)c3)o2)no1
Assay by compound	41	42	43	44	45	46	47	48
ERa SRC1 pot	108	99	122	109	148	135	103	132
MT1-MMP txn act	1.2	1.1	1.1	0.8	1.4	1.3	1.1	1
Lung fibro prol	105	99	104	83	89	94	99	92
H69AR inhibit	79	91	80	102	68	93	87	77
ERa coact inh	-10	-21	-9	0	33[fluorescence artefact?]	-8	-6	-4
Smad3 FoxH1 inh	7	7	-14	18[fluorescence artefact?]	16	3	3	45[fluorescence artefact?]
ERb coact inh	-2	-27[fluorescence artefact?]	-8	-3	4	-12	-11	3
CD11b adhes enh	3	10	-3	-2	-4	-2	0	6
HUVEC prolif 384	88	95	100	88	78	91	98	91

(49) CCN(CC)C(=O)C1CCCN(Cc2ccc(OC)c(C)c2)C1 (centres undefined)
(50) CCC1CCCCN1CCCNC(=O)C1CCC(=O)N1Cc1ccc(C)cc1 (centres undefined)
(51) CC(=O)CSc1ncnc2nc[nH]c12
(52) COC(=O)c1scc(C)c1N/N=C(\C)c1ccc(F)cc1F
(53) CCCCS(=O)CC(COCc1ccccc1)OC(=O)CSc1nc(C)cc(C)n1 (centres undefined)
(54) Cc1ccc(C)c(N(C(=O)Cn2nnc3ccccc32)C(C(=O)NCc2ccco2)c2ccncc2)c1 (centres undefined)
(55) Cc1ccc2oc(=O)c3cnn(CC(=O)N(Cc4ccco4)C4CCCCC4)c3c2c1
(56) O=C(c1ccccc1F)N1CCN(CC2CC3C=CC2C3)CC1 (centres undefined)
(57) COc1ccc(CCNC(=O)c2ccco2)cc1
(58) O=C(c1cccc(S(=O)(=O)N2CCCCC2)c1)N1CCN(S(=O)(=O)c2ccc(F)cc2)CC1
(59) COc1ccccc1N1CCN(C/C(C)=C/c2ccccc2)CC1
Assay by compound	49	50	51	52	53	54	55	56	57	58	59
ERa SRC1 pot	90	171	142	119	86	81	101[fluorescence artefact?]	138	106	94	118
MT1-MMP txn act	1.1	1.2	1	1.1	1.2	1.2	/	1.1	1.4	1	1.1
Lung fibro prol	106	104	90	87	99	101	92	94	101	103	96
H69AR inhibit	85	89	90	108	95	87	50	93	102	85	84
ERa coact inh	-13	-47	-3	-7	1	4[fluorescence artefact?]	-2	-11[fluorescence artefact?]	4	4	-1
Smad3 FoxH1 inh	7	-5	11	13	2	-2	-4	2	-6	5	3
ERb coact inh	-2	-11	-1	-16	0	0[fluorescence artefact?]	3	-8	0	-2	1[fluorescence artefact?]
CD11b adhes enh	-2	4	-3	-2	-4	2	-3	-2	4	-1	-2
HUVEC prolif 384	89	107	82	91	95	93	84	98	96	92	100

A portion of the library. The share of hits here may be higher or lower than overall.
